Screens from PubChem.
GlmU inhibition = inhibition of mycobacterial GlmU enzyme – biochemical, glucosamine-1-phosphate acetyltransferase (AID 1376). hit rate 0.25% among 220,000. one-dose inhibition, %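 (tested at 30 µM in the primary screen)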; IC50 in µM for titrated hits. M. tuberculosis GlmU acetyltransferase enzyme assay; higher % means a stronger effect; in the data active means inhibition above about 13%;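 further: 0% = complete reaction with vehicle and 100% = reaction without substrate; strong numbers were not always called active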
Mtb RmlCD inh = M. tuberculosis RmlC/RmlD inhibition. RmlC+RmlD coupled enzyme assay, percent inhibition; primary screen in compound mixtures. inhibition, % at 3.6 µM. hit rate 0.03% among 160,000; in the data active means inhibition mostly above about 34%, no sharp cut-off; further: some results filed as inactive read as strong as hits
Target sequence (P9WH09 whole entry, looked up): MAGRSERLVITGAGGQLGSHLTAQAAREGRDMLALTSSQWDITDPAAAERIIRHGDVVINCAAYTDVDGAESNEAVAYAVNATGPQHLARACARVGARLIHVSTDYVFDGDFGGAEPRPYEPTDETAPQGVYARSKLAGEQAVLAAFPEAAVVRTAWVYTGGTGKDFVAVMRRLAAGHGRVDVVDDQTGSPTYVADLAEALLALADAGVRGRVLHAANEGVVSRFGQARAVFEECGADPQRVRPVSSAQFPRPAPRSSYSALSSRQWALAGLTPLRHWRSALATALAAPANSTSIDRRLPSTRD
Target sequence (P9WH11 whole entry, looked up): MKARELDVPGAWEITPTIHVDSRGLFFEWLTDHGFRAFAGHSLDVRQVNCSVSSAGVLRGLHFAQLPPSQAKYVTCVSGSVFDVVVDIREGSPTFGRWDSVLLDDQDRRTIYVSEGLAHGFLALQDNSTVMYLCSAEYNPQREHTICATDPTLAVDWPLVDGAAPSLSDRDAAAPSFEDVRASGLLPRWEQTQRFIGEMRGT
* marks the source's active call; other numbers are inactive results; · = no result given.

Preview, two compounds:
| mol | GlmU inhibition | Mtb RmlCD inh |
| --- | --- | --- |
| O=C(COC(=O)c1ccccn1)c1ccc(Br)cc1 | 4.2% | -9 |
| O=C(CNCc1ccccc1Cl)Nc1ccc2c(c1)OCCO2 | -0.6% | -5 |

Main list, repeating the preview:
| mol | GlmU inhibition | Mtb RmlCD inh |
| --- | --- | --- |
| O=C(COC(=O)c1ccccn1)c1ccc(Br)cc1 | 4.2% | -9 |
| O=C(CNCc1ccccc1Cl)Nc1ccc2c(c1)OCCO2 | -0.6% | -5 |
| COc1ccc(N=C2SC(C(=O)Nc3ccc4c(c3)OCO4)CC(=O)N2C)cc1 (stereo not given) | 2.4% | · |
| COc1ccc(-c2noc(-c3cc(C)cc(C)c3)n2)cc1OC | 1.3% | · |
| O=C(N1CCN(Cc2ccc3c(c2)OCO3)CC1)C12CC3CC(CC(C3)C1)C2 | 3.3% | · |
| O=[N+]([O-])c1cccc(-c2ccc(C(=S)N3CCN(c4ccccc4)CC3)o2)c1 | 5.1% | -9 |
| COc1ccc(CN(C)C(=S)Nc2ccc(Cl)cc2Cl)cc1 | 7.0% | 3 |
| CC(=O)c1cccc(NC(=O)c2ccc(S(=O)(=O)N3CCCCC3)cc2)c1 | -3.0% | 5 |
| COc1ccc(-n2c(Cc3cccc([N+](=O)[O-])c3)nc3ccccc3c2=O)cc1 | 5.8% | -8 |
| Cc1ccc(CNC(=O)c2ccc3c(=O)n4c(-c5ccc(C)cc5)csc4nc3c2)cc1 | 2.5% | -6 |
| O=C(O)c1ccccc1N/N=C/C1=C(N2CCOCC2)C(=C\c2ccccc2)/CC1 | -0.5% | · |
| CC(=O)Nc1cc(Br)ccc1O | 1.3% | · |
| Clc1ccc(Cn2cccn2)cn1 | 1.6% | 4 |
| Cc1ccc(N(CC(=O)Nc2ccc3c(c2)OCCO3)S(C)(=O)=O)cc1 | 2.2% | 6 |
| CCOC(=O)c1ccc(N2NC(=O)/C(=C/c3ccc(OC(=O)c4ccco4)c(OC)c3)C2=O)cc1 | -1.6% | 3 |
| CC1Nc2ccccc2C(=O)N1NS(=O)(=O)c1ccccc1 (stereo not given) | 0.6% | -8 |
| CCOc1cc(/C=C(\C#N)C(=O)NCC2CCCO2)ccc1OCC(N)=O (stereo not given) | -3.6% | -1 |
| O=C(N/N=C/C=C/c1ccccc1)c1ccc(Br)cc1 | 2.3% | 41 |
| CCOC(=O)c1cccc(Nc2ncnc3ccccc23)c1 | -8.9% | -5 |
| Cc1nc(C(=O)N(C)C)nn1-c1ccc([N+](=O)[O-])cc1 | -4.1% | -7 |
| O=C(/C=C/c1ccc2ccccc2c1)c1ccoc1 | -9.3% | 12 |
| CC1CN(S(=O)(=O)c2ccc(-c3nc4ccccc4s3)cc2)CC(C)O1 (stereo not given) | 0.5% | -3 |
| CN(C(=O)c1cc(-n2cnnc2)ccc1Cl)c1ccccc1 | 1.4% | · |
| CC(C)(C)C(O)CN1CCCC1 (stereo not given) | -3.5% | -3 |
| c1csc(CNCCCN2CCOCC2)c1 | 1.6% | · |
| On1c2c(c3c4nonc4ccc31)CCCC2 | 5.8% | · |
| COc1ccc(NC(=O)NCc2cccn2C)c(OC)c1 | 7.4% | · |
| O=C(Nn1c(-c2ccccc2)nc2ccccc2c1=O)C1CCC1 | 1.4% | 7 |
| NC(=S)N=Nc1c(O)[nH]c2ccccc12 | 3.9% | -9 |
| N#CNC1=NCN(CCc2ccccc2)CN1 | -4.6% | 28 |
| CCOC(=O)Cn1cc(/C=C(/C#N)C(=O)NC(C)C)c2ccccc21 | 0.7% | 11 |
| CCOC(=O)c1c(C)nc2sc(C(=O)Nc3ccccc3)c(N)c2c1-c1ccc(OC)cc1 | 1.7% | 10 |
| Cc1ccc(NC(=O)Cn2nnc(-c3ccccc3NC(=O)c3cccs3)n2)cc1 | -0.3% | -3 |
| CCOC(=O)c1sc2nc3c(cc2c1N)COC(C(C)C)C3 (stereo not given) | 0.5% | · |
| COc1ccc(C(=O)N/C(=C/c2cccs2)c2nc3ccccc3[nH]2)cc1OC | 7.7% | -14 |
| COCCNC(=O)c1cc2c(=O)n3cccc(C)c3nc2n1C | 3.6% | · |
| Cc1nc(N2CCN(Cc3ccccc3)CC2)nc2c1C(=O)CC(c1ccco1)C2 (stereo not given) | -0.3% | 2 |
| COC(=O)C1=C(C)N(C)C(=O)NC1c1ccsc1 (stereo not given) | 2.3% | · |
| O=C1CCCC2=C1C(c1ccccc1)NC(=S)N2 (stereo not given) | 1.4% | 44 |
| COc1ccc(CNC(=O)c2cccc(N(C)C)c2)cc1 | -3.6% | 6 |
| NS(=O)(=O)c1ccc(NC(=O)COC(=O)COc2cccc(C(F)(F)F)c2)cc1 | 0.8% | 3 |
| Cc1cccc(OCCCOc2cccc3cccnc23)c1C | 0.0% | · |
| CCOc1ccc(N2C(=O)/C(=C/c3cc(OC)c(OC)c(OC)c3)N(CC(=O)OC)C2=S)cc1 | -13% | -7 |
| C/C(=N\NS(=O)(=O)c1cccc([N+](=O)[O-])c1)c1cccnc1 | 4.3% | -5 |
| COc1ccc(CCCc2nc3ccccc3[nH]2)cc1 | -3.1% | 6 |
| COc1cc(-c2nnc(SC/C=C/c3ccccc3)n2N)cc(OC)c1OC | 1.2% | · |
| CCOC(=O)c1csc(COc2ccc(OC)cc2)n1 | -1.1% | -9 |
| CCCS(=O)(=O)N1CCCC(C(=O)NCCCN(CC)c2cccc(C)c2)C1 (stereo not given) | 8.5% | 22 |
| Cc1cc(NC(=O)C23CCC(C)(C(=O)O2)C3(C)C)no1 (stereo not given) | -3.6% | -8 |
| O=C1c2ccc3c4c(ccc(c24)C(=O)N1CCCCO)C(=O)N(CCCCO)C3=O | -7.7% | 1 |

Continued:
| mol | GlmU inhibition | Mtb RmlCD inh |
| --- | --- | --- |
| O=C(COC(=O)c1c2c(nc3ccccc13)CCCC2)c1cccs1 | 0.8% | -16 |
| CC(C)(C)C1CCC(=NOC(=O)c2ccc(F)cc2)CC1 (stereo not given) | 7.5% | -13 |
| CCN1CC(CN(C)Cc2nc(-c3ccc(OC)c4ccccc34)oc2C)CC1=O (stereo not given) | -0.3% | 16 |
| O=C(Nc1ccccc1F)c1ccc(CNS(=O)(=O)c2cccc(C(F)(F)F)c2)cc1 | -0.1% | · |
| CCCc1nn(C)c2c1C(c1ccncc1)C(C#N)=C(N)O2 (stereo not given) | -1.2% | 4 |
| O=C(Nc1ccc(CN2CCCCC2)cc1)c1ccc(Br)o1 | 0.5% | · |
| O=C(c1ccccc1)c1c[nH]c2cc3c(cc2c1=O)OCO3 | 1.0% | · |
| CC(=O)c1nc(N2C(=O)CC(Cc3ccc(C)cc3)C2=O)sc1C (stereo not given) | 1.0% | -9 |
| CN(CC(=O)O/N=C(\N)c1ccccn1)S(=O)(=O)c1cc(Cl)ccc1Cl | -1.7% | 9 |
| COc1ccc(-c2n[nH]c(C)c2-c2ccc(Cl)cc2)c(O)c1OC | -0.1% | · |
| O=S1(=O)CCN(Cc2ccc(F)cc2)CC1 | 0.8% | -13 |
| CCOc1ccc(S(=O)(=O)N(C)c2ccc(OCC(=O)NCc3ccc(C(=O)OC)cc3)cc2)cc1 | -0.9% | -5 |
| CSc1cccc(NC(=O)CCCOc2ccc(Cl)cc2Cl)c1 | 1.6% | · |
| Cc1ccc(CNC(=O)c2cnc(-c3ccccn3)nc2C(F)(F)F)cc1 | 1.3% | · |
| CC(C)(C)c1cc[n+](/C(C(=S)NC2CC2)=C(/[O-])c2ccc(Cl)s2)cc1 | -5.2% | · |
| COc1ccc(S(=O)(=O)N2CC(O)CC2C(=O)Nc2cccnc2)cc1 (stereo not given) | -0.2% | · |
| CCS(=O)(=O)N1CCC(C(=O)O)CC1 | 1.3% | 7 |
| CC1(C)OC(=O)CC1C(=O)NCc1ccccc1 (stereo not given) | 4.0% | -1 |
| CC(C)CC(=O)Nc1ccc(F)c(Cl)c1 | -3.0% | 3 |
| O=C(NCc1n[nH]c(=S)n1-c1cccc(C(F)(F)F)c1)c1ccc(S(=O)(=O)N2CCCC2)cc1 | -1.0% | 1 |
| O=C(O)CCS(=O)(=O)c1cccc2cccnc12 | 4.2% | -12 |
| Cc1cc2ccccc2nc1SCC(=O)N1CCCC1 | -2.3% | · |
| Cc1ccc(NCc2n[nH]c(=S)n2-c2cccc(Cl)c2)cc1 | 0.4% | -11 |
| COc1ccc(C2(C(=O)c3ccccc3)C(=O)c3ccccc3C2=O)cc1 | 2.8% | -1 |
| Cc1ccc(OC(=O)C23CC4CC(CC(C4)C2)C3)c(C)n1 | -3.2% | 3 |

An excerpt from above in order of formula weight, smallest number first:
| mol | GlmU inhibition | Mtb RmlCD inh |
| --- | --- | --- |
| CCOC(=O)c1cccc(Nc2ncnc3ccccc23)c1 | -8.9% | -5 |
| COc1ccc(-c2noc(-c3cc(C)cc(C)c3)n2)cc1OC | 1.3% | · |
| COCCNC(=O)c1cc2c(=O)n3cccc(C)c3nc2n1C | 3.6% | · |
| O=C(CNCc1ccccc1Cl)Nc1ccc2c(c1)OCCO2 | -0.6% | -5 |
| CC1CN(S(=O)(=O)c2ccc(-c3nc4ccccc4s3)cc2)CC(C)O1 (stereo not given) | 0.5% | -3 |
| CCOC(=O)c1c(C)nc2sc(C(=O)Nc3ccccc3)c(N)c2c1-c1ccc(OC)cc1 | 1.7% | 10 |

(more compounds)
| mol | GlmU inhibition | Mtb RmlCD inh |
| --- | --- | --- |
| COc1ccc(CN=CC2=C(O)CC(C)(C)CC2=O)cc1 | 1.3% | 5 |
| O=C(Nc1ccccc1)c1sc(Cl)nc1-c1ccccc1 | 1.6% | -12 |
| O=C(c1ccc(F)cc1)C(C(=O)N1CCCCC1)n1ccccc1=O (stereo not given) | -2.2% | 1 |
| CCOC(=O)CNC(=S)N(CCCN1CCCCC1)Cc1cccs1 | -2.5% | -18 |
| O=S(=O)(NCC(O)c1ccccc1)c1ccc(-c2ccccn2)s1 (stereo not given) | -0.2% | 2 |
| CC(NC(=O)CCSCCC(=O)NC(C)c1ccccc1)c1ccccc1 (stereo not given) | -9.6% | -3 |
| C[N+](C)(C)CCCCCCC(=O)/C=N/O | -0.1% | 3 |
| COC(=O)C(O)(c1c[nH]c2ccccc12)C(F)(F)F (stereo not given) | -1.7% | -7 |
| CCOC(=O)N/N=C\c1ccc(-c2cc(Cl)ccc2Cl)o1 | 8.7% | · |
| Cc1ccccc1-n1c(O)c(/C=C2/C(c3ccccc3)=Nc3ccccc32)c(=O)[nH]c1=O | 3.7% | · |
| CCCCc1nc2sc3c(=O)n(N)cnc3c2c2c1CCCC2 | 5.6% | 61 |
| CC(C)(C)NC(=O)C(c1cccs1)N(CC1CCCO1)C(=O)Cn1nnc(-c2cccs2)n1 (stereo not given) | 4.9% | 6 |
| O=C1c2ccccc2NC2(CCCCC2)N1c1ccc(O)cc1 | -2.8% | 26 |
| CCOC(=O)n1c(=O)n(Cc2ccccc2C)c2ccccc21 | 6.1% | 5 |
| CCc1ccc(OCC(=O)N2CCN=C2c2ccccc2)cc1 | 4.9% | 1 |
| CC(O)CNCc1ccc(Cl)cc1Cl (stereo not given) | -3.9% | 5 |
| COc1ccccc1OCCCn1cc(C(=O)c2ccco2)c2ccccc21 | 1.1% | 4 |
| COC(=O)c1cccc(NC(=O)c2cccnc2C(=O)O)c1C | 2.8% | -8 |
| COc1cc(NC(=O)CCCc2c[nH]c3ccccc23)cc(OC)c1 | -1.3% | 88 |
| NC(=O)Cn1nc([N+](=O)[O-])nc1Oc1ccccc1C(=O)N1CCOCC1 | -2.5% | 11 |
| COc1ccc(Cl)cc1S(=O)(=O)NCc1cccs1 | 0.1% | -8 |
| CCOC(=O)c1ccccc1Oc1c(F)c(F)nc(NCCO)c1F | 1.1% | -14 |
| COC(C[C@H](O)C[C@@H](O)[C@H](C)OCc1ccccc1)OC | -1.5% | · |
| CCc1ccccc1NC(=S)N(CCN(C)C)C(C)c1ccccn1 (stereo not given) | -3.0% | -7 |
| COc1ccc(OCC(=O)N2CCN(Cc3ccc4c(c3)OCO4)CC2)cc1 | 1.3% | · |
| COc1ccc2cc(C(=O)C3CCCN(Cc4cnc(C)s4)C3)ccc2c1 (stereo not given) | 0.5% | -6 |
| O=C(c1ccccc1)C(CN1CCCC1)c1ccccc1 (stereo not given) | -4.6% | 6 |
| O=c1[nH]c(=O)n(Cc2ccco2)c2c1C(C(F)(F)F)(C(F)(F)F)N=C(c1ccco1)N2 | -2.1% | 41 |
| CN(C)/C=C(\C#N)C(=O)c1cccc(Oc2ccc(Br)cc2)c1 | 1.2% | · |
| O=C(NCCN1CCOCC1)C1CCC(CNS(=O)(=O)c2ccc(Cl)cc2)CC1 (stereo not given) | -5.6% | 5 |
| COC(=O)CCC(=O)OC1(C)C(=O)C=C2C=C(C3CC3)N(C3CC3)C=C2C1=O (stereo not given) | -1.1% | · |
| CSc1nsc(/C=C/Nc2ccc(Cl)cc2)c1C#N | -5.5% | · |
| Cc1cc(-c2c(C)[nH]n(-c3ccc(Cl)cc3)c2=O)n[nH]1 | 0.3% | -4 |
| O=C(NC(=S)Nc1ccc(F)c([N+](=O)[O-])c1)c1ccccc1F | -2.2% | · |
| CCN(c1nc(N)c(C(=O)N=C(N)N)nc1Cl)C(C)C | -1.2% | · |
| CCOC(=O)c1c(NC(=O)CSc2nnc(-c3cccnc3)o2)sc(C)c1C | -1.2% | 14 |
| O=C(COc1nc2ccccc2nc1N1CCOCC1)NCC(F)(F)F | -6.3% | 3 |
| Cc1oc(-c2ccccc2F)nc1CN1CCC(C(=O)NCc2cccs2)CC1 | -0.1% | · |
| CNCCC(Oc1ccccc1OC)c1ccccc1 (stereo not given) | 4.0% | · |
| O=S1(=O)CC(O)C(N2CCC(c3ccccc3)CC2)C1 (stereo not given) | -0.8% | 9 |
| CCOc1ccccc1N/C=C(\C#N)c1nc2ccccc2n1C | 2.4% | -8 |
| CCN(CC)S(=O)(=O)c1ccc2c(c1)nc(SCc1nc3ccsc3c(=O)[nH]1)n2CC | 2.9% | 11 |
| COC(=O)COc1ccc2occ(C(C)=O)c2c1 | -4.8% | · |

The list is partial; count on the stated rates, not on these rows.
